Bioassay records deposited in PubChem by National Center for Advancing Translational Sciences (NCATS).
BCR signal inh = qHTS Assay to Find Inhibitors of Chronic Active B-Cell Receptor Signaling; 340,000 tested, 0.05% active; Potency, µM (doses to about 46.1 µM), inactives show top-dose ratio change, negative = lower green/red ratio, most hits filed as inhibitors; AID 493014, 2011; ABC-DLBCL IkBa-CBG/CBR reporter, luminescence ratio, 4 h; active means well fitted inhibition curve with a large enough effect in the signal ratio, with a control signal flat, not every such curve was filed as active; inconclusive means small, poorly fitted or top-dose-only effect, or effect the other way, or a change in a side signal; the % refers to the signal ratio;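 further: potency means the concentration at half of the fitted maximal effect; plate controls were basal doxycycline-induced cells for no effect and cells given 10 µM MG132 for full effect; MG132 reads +100%, hits lower the ratio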
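Concentration-response series (up to 46 uM) were applied to TMD8 dual-reporter cells for 4 h at 37C with doxycycline. Green/red ratio, after filter-overlap correction, defined %Activity; red signal alone was normalised to basal cells and zero luminescence.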
PTAP TSG101 blk = qHTS Assay for Iinhibitors of HIV-1 Budding by Blocking the Interaction of PTAP/TSG101 | Tumor susceptibility gene 101 protein (Homo sapiens), Q99816 | Fluorescence polarization, FITC-PTAP peptide / Tsg101 binding | 340,000 tested, under 10 active | Potency, µM (top dose mostly 115 µM), inactives show at the highest dose activity change, negative = inhibition, hits mostly inhibitors; active means well fitted inhibition curve with a large enough effect in the main read-out, with a control signal flat, not every such curve was filed as active; inconclusive means small, poorly fitted or top-dose-only effect, or effect the other way, or a change in a side signal; inactive means no such curve, though single readings can be large or run the other way; further: potency means the concentration at half of the fitted maximal effect; % of control where 0% means no effect
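Compounds were pin-transferred onto Tsg101 binding domain (10 uM final) in HEPES pH 7.5 buffer, then FITC-PTAP peptide was added at 50 nM final. After 20 min at RT, polarization reported peptide displacement across a qHTS concentration series.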
S-ASM inh = Inhibitors of Secretory Acid Sphingomyelinase (S-ASM): qHTS | Sphingomyelin phosphodiesterase (Homo sapiens), P17405 | placental ASM, HMU-PC fluorogenic substrate, 60 min | Potency, µM (doses to about 57.5 µM), inactives show top-dose activity change, negative = inhibition, hits mostly inhibitors | 340,000 tested, 0.006% active; further: potency means the concentration at half of the fitted maximal effect
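Human placenta-derived ASM preincubated with compound 10 min at room temperature, then reacted with 9 uM (final) fluorogenic HMU-PC substrate for 60 min at 37 C. Stop solution raises pH to 10; fluorescence read at Ex 386/Em 447 nm.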
Integrin act MD = qHTS for Activators of Integrin-Mediated Alleviation for Muscular Dystrophy. alpha7betagal myoblasts, beta-gal FDG fluorescence, 48 h. Potency, µM (top dose mostly 38.3 µM), for inactives: at the top dose activation, actives largely listed as activators. 350,000 tested, 0.064% active. AID 624291, 2012;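 further: potency means the concentration at half of the fitted maximal effect; 100% = response of the positive control SU9516; nearly all actives have a fitted effect of over 60% in size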
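alpha7betagal+/- myoblasts (passage 13, 250/well) treated 48 h at 37C with compounds at 1:260 dilution of DMSO stock. Lysed, then beta-galactosidase activity read as FDG fluorescence (ex 480/em 540) after 30 min, with pre-read for autofluorescence.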
Tb PFK inh = qHTS Assay to Find Inhibitors of T. brucei phosphofructokinase | ATP-dependent 6-phosphofructokinase (Trypanosoma brucei brucei), O15648 | T. brucei PFK, ADP-Glo luminescence | Potency, µM (top dose mostly 57.5 µM), without a hit: at the highest dose activity, negative = inhibition, hits mostly inhibitors | 330,000 tested, 0.17% active | AID 485367, 2010;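 further: potency means the concentration at half of the fitted maximal effect; 0% = uninhibited 1x PFK enzyme wells and -100% = no-enzyme wells; nearly all actives have a fitted effect of over 60% in size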
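1.25 nM PFK with 0.5 mM F6P and 0.1 mM ATP in 0.1 M TEA pH 8.0, 5 mM MgCl2, incubated 45 min at room temperature; ADP measured by ADP-Glo luminescence; compounds titrated up to 57 uM.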
FBPA coupling cs = qHTS Assay for Inhibitors of Fructose-1,6-bisphosphate Aldolase from Giardia Lamblia: Coupling assay counterscreen. coupling enzyme system counterscreen, AmpLite Red fluorescence. activity change, negative = inhibition, % at 58.2 µM, hits read low. 290,000 tested, 0.67% active; in the data active means activity change below about -30%; further: on the % scale 0 is the no-effect control and ±100 the full control effect
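Fluorescence at 525 nm excitation and 598 nm emission measured inhibition of the coupled detection system without aldolase. Compounds (at 57.5 uM final) were preincubated 10 min at room temperature with coupling enzyme reagent before a 20 min substrate/AmpLite Red step.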
B2AR arrestin = qHTS assay of beta-arrestin-biased ligands of beta2-adrenergic receptor. beta-arrestin recruitment to beta2AR, cell-based reporter. Potency, µM (top dose mostly 46.1 µM), without a hit: at the highest dose activation, most hits filed as activators. 330,000 tested, 0.02% active;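 further: potency means the concentration at half of the fitted maximal effect; 0% = DMSO controls and full agonism = EC100 isoproterenol or metaproterenol; nearly all actives have a fitted effect of over 65% in size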
Giardia killer = Small Molecules that selectively kill Giardia lamblia: qHTS; AID 540267, 2011; 340,000 tested, 0.15% active; activity change, % at 7.66 µM, hits read low; Giardia lamblia trophozoite viability; in the data active means activity change below about -80%; inconclusive means between about -30% and that limit;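 further: parasites exposed to compound for two days anaerobically before the ATP read; on the % scale 0 is the no-effect control and ±100 the full control effect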
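Luminescent ATP signal served as the viability read-out, measured 15-30 min after adding ATP detection reagent to trophozoites that had been incubated with compounds for 48 hrs at 37 deg C anaerobically at 100 cells/well.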
Menin-MLL TR inh = qHTS Assay for Inhibitors Targeting the Menin-MLL Interaction in MLL Related Leukemias: Competition With Texas Red Labeled MLL-derived Mutant Peptide | 270,000 tested, 0.23% active | Menin + Texas Red MLL mutant peptide, fluorescence polarization | O00255 | Potency, µM (top dose mostly 61.6 µM), for inactives: top-dose FP activity change, negative = inhibition, actives largely listed as inhibitors; active means well fitted inhibition curve with a large enough effect in the polarisation, with a control signal flat, not every such curve was filed as active; inconclusive means small, poorly fitted or top-dose-only effect, or effect the other way, or a change in a side signal; inactive means no such curve, though single readings can be large or run the other way; the % refers to the polarisation; further: potency means the concentration at half of the fitted maximal effect; % of control where 0% means no effect; many of its hits are not listed in these tables
GALK inhibitor = qHTS Assay for Inhibitors of Human Galactokinase (GALK); 270,000 tested, 0.007% active; Purified GALK, Kinase-Glo residual ATP luminescence; P51570; Potency, µM (top dose mostly 57.5 µM), inactives show top-dose activity change, negative = inhibition, usual class: inhibitors; further: potency means the concentration at half of the fitted maximal effect; on the % scale 0 is the no-effect control and ±100 the full control effect
Target sequence (P51570 whole entry, looked up): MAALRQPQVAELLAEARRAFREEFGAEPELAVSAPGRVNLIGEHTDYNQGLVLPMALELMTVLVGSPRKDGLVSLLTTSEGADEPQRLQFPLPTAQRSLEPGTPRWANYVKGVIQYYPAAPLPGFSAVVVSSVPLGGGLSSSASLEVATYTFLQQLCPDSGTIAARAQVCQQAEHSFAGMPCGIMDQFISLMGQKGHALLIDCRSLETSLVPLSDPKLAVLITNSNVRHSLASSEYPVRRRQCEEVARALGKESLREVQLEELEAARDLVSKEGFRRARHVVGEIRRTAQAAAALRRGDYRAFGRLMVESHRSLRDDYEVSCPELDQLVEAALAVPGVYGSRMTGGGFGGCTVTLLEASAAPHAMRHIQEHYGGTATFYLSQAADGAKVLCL
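The enzyme phosphorylates galactose (100 uM) using ATP (35 uM); inhibition is detected as higher residual ATP, quantified by bioluminescence after 1 h reaction at room temperature, pH 8.0.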
PKM2 activator = qHTS Assay for Activators of Human Muscle isoform 2 Pyruvate Kinase; Pyruvate kinase PKM (Homo sapiens), P14618; purified PKM2, Kinase-Glo ATP luminescence, activation; response scale: 0% is enzyme alone, no compound; 260,000 tested, 0.34% active; Potency, µM (series often up to 57.5 µM), inactives show at the top dose activation, actives largely listed as activators; further: potency means the concentration at half of the fitted maximal effect; on the % scale 0 is the no-effect control and ±100 the full control effect; nearly all actives have a fitted effect of over 55% in size
Target sequence (P14618 whole entry, looked up, canonical isoform): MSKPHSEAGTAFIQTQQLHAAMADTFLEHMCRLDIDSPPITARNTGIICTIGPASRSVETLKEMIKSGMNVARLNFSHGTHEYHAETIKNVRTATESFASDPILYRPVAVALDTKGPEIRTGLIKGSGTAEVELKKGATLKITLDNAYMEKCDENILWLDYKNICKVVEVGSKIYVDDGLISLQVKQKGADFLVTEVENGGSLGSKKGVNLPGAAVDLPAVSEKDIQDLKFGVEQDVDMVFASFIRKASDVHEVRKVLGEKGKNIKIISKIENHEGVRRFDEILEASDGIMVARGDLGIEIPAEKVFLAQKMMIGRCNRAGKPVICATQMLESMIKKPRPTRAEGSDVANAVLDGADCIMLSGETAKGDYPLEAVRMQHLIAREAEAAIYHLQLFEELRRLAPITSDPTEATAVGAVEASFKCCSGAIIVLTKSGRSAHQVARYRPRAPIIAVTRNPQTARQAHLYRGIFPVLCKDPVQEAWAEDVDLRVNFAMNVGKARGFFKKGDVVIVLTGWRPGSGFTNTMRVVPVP
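Purified hPK-M2 (>95%) run at intermediate activity with 0.1 mM ADP and 0.5 mM PEP in 50 mM imidazole pH 7.2, KCl, MgCl2; 1 h room temperature. ATP formed read by Kinase-Glo luminescence; normalized to uninhibited and no-enzyme controls.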
An asterisk follows results filed as active; i = inactive; ? = inconclusive; nt = no result given; & = joins results of further samples; [ ] = dose if it differs, or a comment. Unless noted, the call rests on the fitted dose curve; in most records, active means well fitted curve in the direction sought with a large enough effect; inconclusive means small, poorly fitted or top-dose-only effect, or another doubt; inactive means no such curve, though single readings can be large; an effect the other way counts as inactive or inconclusive. Not all compounds are listed; the hit share may differ from the screen's.

SMILES | BCR signal inh | PTAP TSG101 blk | S-ASM inh | Integrin act MD | Tb PFK inh | FBPA coupling cs | B2AR arrestin | Giardia killer | Menin-MLL TR inh | GALK inhibitor | PKM2 activator
CC(NC(=O)c1ccc(Cl)cc1Cl)C(c1ccccc1)N1CCOCC1 (stereo not drawn) | 4.6% | -0.4% | 4.7% | 0.0% | 2.2% | 1.1 | -0.1% | -16.6 | ? | -7.3% | 0.7%
Cc1ccc(-c2cc(C(=O)NCCCN3CCOCC3)c3ccc(Cl)c(C)c3n2)cc1 | 5.4% | -2.4% | ? | 3.4% | 0.6% | nt | 0.4% | -14.2 | nt | 3.4% | -0.4%
O=Cc1ccc(OC(=O)Cc2ccc(F)cc2)cc1 | -0.1% | nt | nt | nt | -1.5% | 3.6 | -0.8% | nt | 1.8% | -1.2% | 0.6%
O=C(O)COc1ccccc1C=NNC(=O)c1ccccc1NS(=O)(=O)c1cccs1 | 1.1% | -4.1% | -2.5% | 21.0% | 0.0% | nt | -0.3% | 17.1 | nt | nt | nt
Cc1cc(SCCOc2ccc(Br)cc2)nc(N)n1 | 19.8% | -7.6% | -1.2% | -18.9% | -3.4% | -0.3 | -0.4% | -0.3 | -12.8% | 0.6% | 0.5%
O=C(Cn1nnc2ccccc21)OCC(=O)c1ccccc1 | -1.8% | 0.1% | 3.3% | -1.1% | 6.0% | -3.4 | 0.3% | 2.5 | -1.7% | -1.6% | -14.4%
CCOc1ccc(Cl)cc1S(=O)(=O)N1CCN(c2ccc(F)cc2)CC1 | -0.1% | 1.1% | -6.9% | 18.5% | -3.1% | -0.3 | -0.3% | -3.4 | 23.3% | -4.8% | 2.3%
Cc1ccc(S(=O)(=O)c2nc(-c3ccccc3)oc2SCC(=O)NCC2CCCO2)cc1 (stereo not drawn) | 0.0% | -0.8% | 4.9% | -0.8% | 0.4% | -0.6 | -0.7% | 16.1 | 9.2% | 6.4% | 11.1%
Nc1nc(-c2ccccc2)[nH]c(=O)c1N | ? | -2.2% | 267.7%[activator] | -6.7% | 2.7% | -0.4 | -1.4% | -21.8 | ? | nt | 7.8%
Cc1ccc(CNC(=O)C(Cc2ccccc2)n2cccc2)cc1 (stereo not drawn) | 0.6% | -4.7% | 0.5% | 0.0% | -2.3% | 0.6 | -0.5% | 5.8 | nt | nt | -8.4%
COc1ccc(C(=O)NCCN=C2NS(=O)(=O)c3ccccc32)cc1 | 0.3% | -0.8% | -2.3% | 10.9% | -2.7% | -0.8 | 0.0% | 7.9 | -6.3% | 12.7% | nt
CCN(CC)S(=O)(=O)c1cccc(C(=O)N2CC(O)CC2C(=O)OC)c1 (stereo not drawn) | -2.2% | -2.0% | 2.8% | 24.2% | -1.2% | -2.9 | 0.2% | 3.9 | 32.2%[activator] | -1.8% | -5.5%
O=C(CSc1nnc(-c2cccs2)n1-c1ccccc1)NCc1ccc2c(c1)OCO2 | 16.5% | -0.5% | -1.7% | -21.1% | -2.0% | 3.5 | 0.1% | -2.1 | -28.7% | 0.7% | -1.7%
Cc1nc2ccccc2n1CC(O)c1ccccc1 (stereo not drawn) | 2.3% | -2.2% | -1.6% | 8.7% | 0.0% | 1.0 | 0.0% | 20.4 | 2.9% | 1.3% | -2.9%
Cc1nc2cc3sc(C)nc3cc2s1 | ? | -3.8% | -2.9% | -3.5% | 4.1% | -2.2 | -0.4% | -23.5 | -2.2% | -1.6% | 1.1%
O=C(Nc1cnn(Cc2ccccc2)c1)c1cc2nc(-c3ccco3)cc(C(F)(F)F)n2n1 | 4.2% | -0.4% | 21.9% | -6.1% | -1.3% | -0.7 | -0.4% | 4.3 | 9.3% | -6.3% | -4.9%
COc1ccc(C2/C(=C(\O)c3ccc4c(c3)OCCO4)C(=O)C(=O)N2c2nc(C)c(C(C)=O)s2)cc1 (stereo not drawn) | 5.6% | -10.6% | 2.4% | 16.1% | 0.4% | 14.0 | 0.2% | 8.2 | ? | 1.3% | 20.8%
CN1CCN(Cc2nc3ccccc3c(=O)n2Cc2nc(-c3ccc4ccccc4c3)cs2)CC1 | ? | -2.2%&0.1% | -3.6%&-10.9% | -64.4%&-53.0%[inhibitor] | 0.2% | 3.0 | 0.4% | 1.6&-6.8 | 4.9% | -1.2% | -16.3%
COc1ccccc1NC(=O)c1cc2c(=O)n(C)c3ccccc3c2n1C | -2.7% | -6.6% | -7.6% | 12.1% | 1.5% | 0.2 | -0.8% | 17.7 | nt | 4.8% | -2.3%
N#CC1=C(N)Oc2n[nH]c(-c3cccs3)c2C1c1ccncc1 (stereo not drawn) | ? | -7.4% | 0.1% | -21.6% | -5.3% | -1.3 | 0.2% | -21.2 | 24.9% | 0.2% | nt
Cc1cccc(NS(=O)(=O)c2cccc(C(=O)N3CCCC(C(F)(F)F)C3)c2)c1 (stereo not drawn) | -3.3% | 3.0% | 3.9% | 23.2% | 12.3% | nt | -0.2% | -1.3 | nt | nt | nt
O=C(Nc1ccccc1)c1ccc(S(=O)(=O)N2CCOCC2)cc1 | 3.8% | -0.4% | 2.6% | 16.9% | 3.4% | 3.7 | -0.2% | 5.3 | nt | -3.0% | 3.4%
CC1(C)CNC(=O)CC(C)(C)N1O | -10.1% | -2.5% | 1.4% | 17.5% | -12.1% | -4.9 | -0.3% | 16.5 | 12.3% | -2.5% | -6.1%
Cc1ccsc1/C=N/NC(=O)c1ccc2c(c1)OCCO2 | ? | 0.0% | -1.3% | 19.1% | 0.3% | 0.1 | -0.4% | 34.5[activator] | nt | 0.2% | -28.6%
CC1(C)C(C=C(Cl)Cl)C1C(=O)N(Cc1ccccc1Cl)C1CCS(=O)(=O)C1 (stereo not drawn) | 1.9% | -1.7% | -3.4% | 11.5% | -0.3% | 0.5 | -0.1% | 6.5 | 4.6% | 1.0% | 2.7%
COc1ccc(Cn2nnnc2C(c2cc3cccc(C)c3[nH]c2=O)N2CCOCC2)cc1 (stereo not drawn) | -4.1% | -3.9% | 8.8% | 3.1% | 2.4% | 4.1 | -0.3% | 6.4 | -8.1% | -0.6% | 1.5%
Cc1cccc(C(=O)Nc2cc(S(=O)(=O)N3CCOCC3)ccc2N2CCCCC2)c1 | 5.3% | 1.8% | -8.4% | 4.2% | -0.1% | nt | -0.2% | -9.7 | nt | nt | nt
O=C(O)c1cccc(N/N=C/c2ccc(OC(F)(F)F)cc2)c1 | ? | -1.4% | -24.8% | ? | 0.9% | 1.0 | -0.3% | 9.6 | ? | -0.5% | nt
COc1ccc(/C=C(\NC(=O)c2ccco2)C(=O)Nc2ccc(C(C)=O)cc2)cc1 | -0.9% | -1.9% | -2.4% | -17.2% | -0.2% | nt | 0.0% | -5.9 | nt | 1.0% | nt
O=C(Nc1ccc(S(=O)(=O)NC2CCCC2)cc1)c1cnccn1 | 8.9% | -0.2% | -1.0% | 19.7%[7.66 µM] | ? | 4.7 | -0.3% | 2.8 | 21.3% | 1.9% | -0.9%
CCN(CC)c1ccc2cc(C(N)=O)c(=N)oc2c1 | -8.5% | ? | i | 29.0% | -2.8% | -1.7 | 0.0% | -1.8 | -0.6% | 0.5% | 9.2%
COc1ccc(C(=O)/C=C/c2ccc(-c3ccccc3)cc2)cc1CSCC(=O)O | ? | nt | nt | nt | -0.7% | nt | -0.9% | nt | nt | 6.8% | 0.4%
COc1cc(C(c2nnnn2C2CCCC2)N2CCN(C(=O)c3ccco3)CC2)cc(OC)c1OC (stereo not drawn) | 0.5% | -3.3% | 3.1% | -19.4% | -0.5% | 4.2 | 0.3% | -2.4 | 3.3% | 9.8% | -5.7%
COc1ccc(C)cc1S(=O)(=O)N(C)CC(=O)NCc1ccco1 | -1.6% | -2.0% | 0.4% | 9.1% | -1.6% | -1.1 | -0.3% | -3.1 | 0.5% | -1.4% | 24.2%
